# CHT inh: inhibitors of human choline transporter CHT; B-score at 10 µM; CHT-expressing cells, membrane potential dye, choline response; hits give low values; 310,000 tested, 0.86% active; AID 488975, 2010; High affinity choline transporter 1 (Homo sapiens), Q9GZV3;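 active = B-score over 3 SD under the library average, and starting fluorescence ratio not unusually high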;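 also: choline stimulus applied at its EC90 after an EC20 pre-addition; B-score computed on integrated fluorescence ratio after choline addition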
# Target sequence (Q9GZV3 whole entry, looked up): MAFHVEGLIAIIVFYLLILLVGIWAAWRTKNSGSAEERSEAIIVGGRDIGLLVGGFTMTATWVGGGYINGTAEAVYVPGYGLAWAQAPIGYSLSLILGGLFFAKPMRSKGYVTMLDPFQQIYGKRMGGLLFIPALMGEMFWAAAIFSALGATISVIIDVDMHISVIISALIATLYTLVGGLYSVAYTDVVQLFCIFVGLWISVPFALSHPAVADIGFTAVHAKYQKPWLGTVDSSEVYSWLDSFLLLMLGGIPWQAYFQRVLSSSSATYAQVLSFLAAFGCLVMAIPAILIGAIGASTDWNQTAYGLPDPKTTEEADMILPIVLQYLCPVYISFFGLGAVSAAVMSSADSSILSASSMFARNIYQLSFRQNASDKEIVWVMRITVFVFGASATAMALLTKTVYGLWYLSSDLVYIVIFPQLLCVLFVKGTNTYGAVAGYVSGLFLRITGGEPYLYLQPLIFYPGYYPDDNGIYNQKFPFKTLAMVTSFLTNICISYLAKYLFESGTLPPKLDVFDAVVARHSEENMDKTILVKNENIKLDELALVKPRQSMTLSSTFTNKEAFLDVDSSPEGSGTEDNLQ
# Kir21 block: inhibitors of mouse Kir2.1 inward-rectifier potassium channel. HEK293-Kir2.1, FluxOR thallium flux fluorescence; hits give low values. B-score at 10 µM. 310,000 tested, 0.85% active. AID 1672, 2009;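 active = fluorescence ratio B-score at or below minus 3 SD of library scores, with starting-brightness B-score within 2 SD, cut at about -4.2 in these data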;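 also: channel flux triggered by added potassium and thallium sulfate stimulus; B-score of peak minus minimum fluorescence over baseline after thallium stimulus; more negative B-score means stronger Kir2.1 block with less thallium influx; some compounds called inactive have numbers as strong as hits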
# Target sequence (P35561 whole entry, looked up): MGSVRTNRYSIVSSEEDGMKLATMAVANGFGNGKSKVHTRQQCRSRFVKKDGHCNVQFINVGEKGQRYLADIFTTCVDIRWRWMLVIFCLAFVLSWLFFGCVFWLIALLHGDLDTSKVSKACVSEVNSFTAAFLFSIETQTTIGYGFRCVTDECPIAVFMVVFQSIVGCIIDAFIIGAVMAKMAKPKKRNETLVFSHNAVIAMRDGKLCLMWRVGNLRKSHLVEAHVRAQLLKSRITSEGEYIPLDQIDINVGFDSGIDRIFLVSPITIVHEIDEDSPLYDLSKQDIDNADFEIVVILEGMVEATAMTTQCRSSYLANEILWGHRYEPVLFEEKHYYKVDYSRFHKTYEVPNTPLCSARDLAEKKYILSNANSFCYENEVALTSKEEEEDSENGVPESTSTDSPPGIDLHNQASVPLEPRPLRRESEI
# An asterisk follows results filed as active; i = inactive; . = no result given.
SMILES,CHT inh,Kir21 block
COc1ccc(S(=O)(=O)N2CCOC2CNC(=O)C(=O)NCc2ccccc2Cl)cc1 (stereo unspecified),i,-0.21
CC1CN(C(=O)CCC(=O)NCc2ccc(Cl)cc2)c2ccccc2S1 (stereo unspecified),i,-3.18
COC(=O)c1sccc1NC(=S)N1CCN(c2ccccc2F)CC1,i,1.05
O=C(Nc1cccc(Cl)c1)N1CCOCC1,i,-0.25
CCC(C)[C@H](NC(=O)C1CC(=O)N(c2ccc3c(c2)OCCO3)C1)C(=O)N1CCCCC1 (stereo partly specified),i,0.23
CN(C)c1ccc(CNC(=O)c2cc(S(=O)(=O)N3CCCC3)cn2C)cc1,i,-0.8
CCCCCCC/C(C)=N/NC(=O)CC(=O)NCCc1ccccc1,i,-0.48
CCCNC(=O)N[C@@H](Cc1ccccc1)C(=O)OC,i,-1.24
Cc1ccc(-c2nc(NC(=O)c3nn(C)cc3[N+](=O)[O-])sc2C)cc1,i,1.65
COCCN1C(=O)C(=O)/C(=C(/O)c2ccc(C)cc2)C1c1ccccn1 (stereo unspecified),i,0.22
CSCCC(NS(=O)(=O)c1cccc(C(F)(F)F)c1)C(=O)N(C)Cc1ccc2c(c1)OCCO2 (stereo unspecified),i,-2.47
CC(C)N1CCN(Cc2ccc3nsnc3c2)CC1CCO (stereo unspecified),i,-1.58
c1ccc(-n2nc3c(ccc4cnnc43)[nH]2)cc1,i,-1.19
COc1ccc(S(=O)(=O)N2CCCC(C(=O)NCc3ccccc3)C2)cc1 (stereo unspecified),i,1.8
CC(=O)N(CC(C)C(=O)O)c1c(I)cc(I)c(N)c1I (stereo unspecified),i,.
O=C(/C=C/c1ccccc1Cl)NC(=S)Nc1ccccc1C(=O)NC1CCCCC1,i,0.5
CCc1nnc(NC(=O)CSc2ccc(-c3nc4ccc(C)cc4[nH]3)cn2)s1,i,0.25
COc1ccccc1Cn1nnc2c(=O)[nH]c(C3CCN(C(=O)c4ccccc4Cl)CC3)nc21,i,-0.71
CC(C)NC(=O)COc1coc(CN2CCN(Cc3ccccc3)CC2)cc1=O,i,-1.9
O=C(NCCc1cccs1)c1ccc(Cl)c(Cl)c1,i,-0.17
Cc1cccc(-c2cc(C(=O)Nc3ccncc3)c3ccccc3n2)c1,.,-0.85
CCCn1c(N)c(N(CCOC)C(=O)c2cccc(Cl)c2)c(=O)[nH]c1=O,i,-0.33
COc1ccc(C(CNC(=O)c2ccc3c(c2)OCCO3)N(C)C)cc1 (stereo unspecified),i,-2.64
O=C(NC1CCCCC1)C(=O)c1c(-c2ccccc2)[nH]c2ccccc12,i,0
O=C(COC(=O)CN1C(=O)NC2(CCCC2)C1=O)Nc1ccc(C(F)(F)F)cc1[N+](=O)[O-],i,-0.06
COC(=O)c1cc(NC(=O)CSc2nc(C)cc(=O)[nH]2)cc(C(=O)OC)c1,i,0.12
CCCN1C(=O)SC(CC(=O)Nc2cccc3ccccc23)C1=O (stereo unspecified),i,1.97
CCn1ncc(/C=N/NC(=O)c2cc(Cl)ccc2OC)c1C,i,1.58
O=C(OCc1cccc([N+](=O)[O-])c1)c1cnccn1,i,-0.3
Fc1ccccc1-c1nc(-c2ccc(Cl)cc2)no1,i,-1.6
CCOc1ccc(NC(=O)Cn2nnc(C(=O)NCc3ccc4c(c3)OCO4)c2N)cc1,i,-0.04
O=C(O)CCC(=O)N1CCN(c2nc(-c3ccccc3)c3cc(Br)ccc3n2)CC1,i,-0.57
COc1ccc(-c2nn(CC(=O)Nc3ccc(Cl)c(Cl)c3)c(=O)c3ccccc23)cc1,i,-1.08
CCOC(=O)CSc1nnc(-c2cccs2)n1-c1ccccc1,i,0.53
Cc1cc(NC(=O)C2CCCN2C(=O)Nc2c(C)cccc2C)ccc1-n1cnnn1 (stereo unspecified),i,0.07
CCCCC(CCC(=O)Nc1ccc(C(=O)OCC)cc1)C(=O)O (stereo unspecified),i,2
CC1CCC2C(=O)N(c3ccccc3OC(=O)c3ccccc3)C(=O)C2C1 (stereo unspecified),i,-0.47
Cn1c(=O)n(Cc2ccccc2)c(=O)c2c1nc1n2CCS1,i,0.7
CCCCC(=O)Nc1ccc(Br)cc1C(=O)O,i,-0.45
Cc1ccc(C(=O)N2CCN(c3ccccn3)CC2)cc1[N+](=O)[O-],i,-0.83
Cn1c(Sc2ccc(C(=O)O)cc2[N+](=O)[O-])nnc1-c1ccccc1,i,-1.52
NNC(=O)COc1cccc2cccnc12,i,1.14
N#CC1=C2SC=C(c3ccc(Br)cc3)N2CCCC1=O,i,0.54
Cc1csc(=O)n1CCC(=O)OCC(=O)Nc1cc(Cl)ccc1[N+](=O)[O-],i,-0.2
O=C1NC(NS(=O)(=O)c2ccccc2)(C(F)(F)F)C(=O)N1Cc1ccccc1 (stereo unspecified),i,0.54
CC(C)(C)c1ccc(/C([O-])=C(/C(=S)NCc2ccco2)[n+]2ccccc2)cc1,i,0.62
Cc1ccc(C)c(NC(=O)CSc2nc3c(oc4ccccc43)c(=O)n2-c2ccccc2)c1,i,0.02
O=C(CCc1ccccc1Cl)NC1CCCN(c2ccc(C(F)(F)F)cn2)C1 (stereo unspecified),i,0.1

# 2 compounds picked at random from those above:
SMILES,CHT inh,Kir21 block
O=C(CCc1ccccc1Cl)NC1CCCN(c2ccc(C(F)(F)F)cn2)C1 (stereo unspecified),i,0.1
N#CC1=C2SC=C(c3ccc(Br)cc3)N2CCCC1=O,i,0.54

# Additional entries:
SMILES,CHT inh,Kir21 block
CN1CCN(C(c2cccnc2)c2ccc3cccnc3c2O)CC1 (stereo unspecified),i,-0.5
O=C(NC1CCN(Cc2ccccc2)CC1)C1CCN(S(=O)(=O)c2ccccc2)CC1,i,1.25
O=C(CN1C(=O)NC2(CCCCC2)C1=O)N(Cc1ccco1)Cc1cccs1,i,2.56
Cc1ccc(C)c(S(=O)(=O)N2CCCOC2CNC(=O)C(=O)NC2CCCCC2)c1 (stereo unspecified),i,-1.03
O=c1cc(N2CCN(c3cccc(Cl)c3)CC2)[nH]c(=O)n1C1CCCCC1,i,0.39
Cn1c(=O)[nH]c(=O)c2c1nc(N/N=C/c1ccncc1)n2Cc1ccc(F)cc1,i,0.19
O=C(O)C1CCCN(C(=O)NCc2ccccc2)C1 (stereo unspecified),i,-2.49
COc1ccc2c(c1)[nH]c1c(N3CCN(Cc4ccc5c(c4)OCO5)CC3)ncnc12,i,-1.18
Cc1csc(SCc2nc3sc4c(c3c(=O)[nH]2)CCC4)n1,.,0.69
CCC(=O)Nc1nnc(SCC(=O)Nc2ccc3c(c2)OCCO3)s1,i,-0.02
CC1CN(C(=O)Nc2ccccc2)c2ccccc2-[n+]2ccsc21 (stereo unspecified),i,-0.65
O=C(NCCc1ccc(Cl)cc1)C1CCN(C(=O)N2CCOc3ccccc32)CC1,i,0.25

# The last 7 records of the section above come first, to join the parts:
SMILES,CHT inh,Kir21 block
Cn1c(=O)[nH]c(=O)c2c1nc(N/N=C/c1ccncc1)n2Cc1ccc(F)cc1,i,0.19
O=C(O)C1CCCN(C(=O)NCc2ccccc2)C1 (stereo unspecified),i,-2.49
COc1ccc2c(c1)[nH]c1c(N3CCN(Cc4ccc5c(c4)OCO5)CC3)ncnc12,i,-1.18
Cc1csc(SCc2nc3sc4c(c3c(=O)[nH]2)CCC4)n1,.,0.69
CCC(=O)Nc1nnc(SCC(=O)Nc2ccc3c(c2)OCCO3)s1,i,-0.02
CC1CN(C(=O)Nc2ccccc2)c2ccccc2-[n+]2ccsc21 (stereo unspecified),i,-0.65
O=C(NCCc1ccc(Cl)cc1)C1CCN(C(=O)N2CCOc3ccccc32)CC1,i,0.25
O=C(CN1CCN(c2ccc(F)cc2)CC1)Nc1cccc(C(F)(F)F)c1,i,-0.02
O=C(Cc1ncc(C(F)(F)F)cc1Cl)NC1CC1,i,-0.08
O=C(c1ccccc1)N(Cc1cccnc1)C1(C(=O)Nc2ccccc2)CCCCC1,i,-0.66
CCC1CCCCN1CCCNC(=O)c1cn(CC)c2ccc(S(=O)(=O)N(C)C3CCCCC3)cc2c1=O (stereo unspecified),-8.28*,-1.54
CCCc1cc(=O)n2c(nc3ccccc32)[nH]1,i,1.06
Cc1csc(NC(=O)CSc2ncnc3c2cnn3-c2ccccc2Cl)n1,i,0.94
Cc1ccccc1Nc1nc(CSc2nnnn2-c2ccccc2)cs1,i,-0.66
CSCC[C@H](NC(=O)Cc1ccc(Cl)cc1)C(=O)N1CCC2(CC1)NCCc1[nH]cnc12,i,0.01
Cc1nc2ccc(C(=O)O)cc2nc1C,i,0.04
O=C(Nc1nnc(C2CCCCC2)s1)C1CC(=O)N(c2ccc(F)cc2)C1 (stereo unspecified),i,-0.02
Cc1ccc2nc(SCC(=O)Nc3cccc(S(=O)(=O)N(C)C)c3)[nH]c2c1,i,-1.69
C/C=N/N(c1ccccc1)c1ccccc1,.,0.1
COc1cc(NC(=O)CN(c2cc(C)cc(C)c2)S(=O)(=O)c2c(C)noc2C)cc(OC)c1,i,0.66
c1ccc(CNc2nc3ccccc3n2CCN2CCOCC2)nc1,i,-0.52
CC(=O)Nc1ccc(OC(=O)c2cc3cc(Br)ccc3oc2=O)cc1,i,-0.04
CCN(CC)CCCN(C(=O)c1ccco1)c1nc(-c2ccc(Cl)cc2)cs1,-6.28*,-6.16*
CCCN(CC(=O)Nc1ccccc1C)C(=O)CC(NC(=O)c1ccccc1)c1ccccc1 (stereo unspecified),i,0
COC(=O)C/C=C/[C@@H](C)[C@@H](/C=N/OCC[C@@H]1C=C[C@H](OC(C)=O)[C@@H](COC(C)=O)O1)NS(=O)(=O)c1ccc(C)cc1,i,-0.32
Cc1cc(C)c2[nH]c3nc(SCC(=O)O)nnc3c2c1,i,-0.45
COc1ccc(NC(=S)NNc2ccc([N+](=O)[O-])cc2S(=O)(=O)Nc2ccc(C)cc2C)cc1,i,-0.53
Cc1onc(-c2ccccc2Cl)c1C(=O)NCC1CCCO1 (stereo unspecified),i,1.15
CCOC(=O)c1sc(NC(=O)CCN2CCC(C)CC2)c(C(=O)OCC)c1C,i,-1.04
O=C(NC(=S)Nc1ccc(Cl)c(C(=O)O)c1)c1ccco1,i,-0.76
COc1ccc(-n2c(SCC(=O)N3CCCCC3)nc(O)cc2=O)cc1,i,1.29
O=C(c1ccc(Cl)c([N+](=O)[O-])c1)N1CCN(c2ccccc2)CC1,i,1.03
COC(=O)CSc1nnc(COc2ccc([N+](=O)[O-])cc2)n1C,i,-0.02
O=C(NC1(C(F)(F)F)NC(=O)N(C2CCCCC2)C1=O)c1ccco1 (stereo unspecified),i,-0.58
O=[N+]([O-])c1ccc2nc(-c3ccncc3)[nH]c2c1,i,1.35
COc1cccc(-c2cc(C(F)(F)F)c(C#N)c(=O)[nH]2)c1,i,0.35
Cc1ccc(C2CC(c3cccs3)=NN2C(=O)CSC2=NN3CCCC(=O)N=C3S2)cc1 (stereo unspecified),i,1.71
CCOc1ccc(Oc2ccc(C(F)(F)F)cc2N)cc1,i,0
O=c1nc2n(c3ncccc13)CCC2,i,0.06
CCO[C@@H]1OC(C(=O)NCc2ccccc2)=C[C@H](c2csc3ccccc23)[C@H]1CCCO,i,2.33
CC(NC(=O)/C(C#N)=C1\N=C(NC(=O)c2cccs2)c2ccccc21)c1ccccc1 (stereo unspecified),i,-0.09
COc1ccc(-c2nc(CCNC(=O)c3ccco3)cs2)cc1OC,i,-1.67
Cc1ccccc1OCc1nnc(SCCN2CCCC2)n1-c1ccccc1,i,-0.07

# Nothing new here: five of the compounds above.
SMILES,CHT inh,Kir21 block
O=c1nc2n(c3ncccc13)CCC2,i,0.06
CCO[C@@H]1OC(C(=O)NCc2ccccc2)=C[C@H](c2csc3ccccc23)[C@H]1CCCO,i,2.33
CC(NC(=O)/C(C#N)=C1\N=C(NC(=O)c2cccs2)c2ccccc21)c1ccccc1 (stereo unspecified),i,-0.09
COc1ccc(-c2nc(CCNC(=O)c3ccco3)cs2)cc1OC,i,-1.67
Cc1ccccc1OCc1nnc(SCCN2CCCC2)n1-c1ccccc1,i,-0.07

# Further structures:
SMILES,CHT inh,Kir21 block
CC(=NCCCn1ccnc1)C1=C(O)c2ccccc2C1=O,i,0.8
O=C(NCc1cccs1)C1CCN(c2nc3ccccc3o2)CC1,i,1.6
C=CCOc1ccc(/C=C2\SC(=S)N(C(C(=O)O)c3ccccc3)C2=O)cc1 (stereo unspecified),.,-0.02
S=c1[nH]nc(Cc2cccs2)n1-c1cccc2ccccc12,i,0.15
CN1CCCN(C2C3CC4CC(C3)CC2C4)CC1 (stereo unspecified),i,0.79
CCC(=O)NCc1c(Cl)cccc1-n1cccc1,i,0.2
Fc1cccc(NC(=S)NNc2c3ccccc3nc3ccccc23)c1,.,-0.08
COc1ccc(OC(=O)C2CC(=O)N(c3ccc(C)cc3)C2)cc1 (stereo unspecified),i,0.1
COC(=O)C1=C(C)Nc2ncnn2C1c1ccc(OCc2ccccc2)cc1 (stereo unspecified),i,-0.05
Nc1ccc(OCCc2ccccc2)cc1,i,1.15
O=C(NCc1ccco1)c1cccc(NS(=O)(=O)c2cccc(F)c2)c1,i,-0.39
COc1ccc(C2C(C(=O)Nc3ccccc3)=C(C)Nc3nc(CCCO)nn32)cc1 (stereo unspecified),i,-0.9
COc1ccccc1CNc1ncccc1[N+](=O)[O-],i,-1.04
CCOC(=O)Cn1c(=O)c2c(nc(N3CCCCC3)n2Cc2ccccc2)n(C)c1=O,i,.
O=C(CN1CCN(c2ccccn2)CC1)Nc1cccc(C(F)(F)F)c1,i,-2.13
Cc1cc(C(=O)Nc2cccc(O)c2)c(C)o1,i,-0.03
COc1ccc2c(c1)c(=O)cc(-c1ccccc1)n2C,i,0.32
O=C(NCCc1ccc(Cl)cc1)c1ncn[nH]1,i,-0.88
Cc1cc(C)c(NC(=O)C2C3/C=C\CCCCC32)c(C)c1 (stereo unspecified),i,1.45
Cc1cccc(Nc2nc(N)c([N+](=O)[O-])c(N3CC(C)OC(C)C3)n2)c1 (stereo unspecified),i,0.68
